Assay outcomes deposited in PubChem BioAssay by National Center for Advancing Translational Sciences (NCATS).
D2 antagonist: antagonizes the human D2 dopamine receptor. P14416. HEK293 TREx D2 cells, calcium flux, dopamine EC80. inhibition, % at 10 µM. actives 2% (n = 340,000); in the data active means inhibition above about 30%; further: 0% is about no effect
Target sequence (P14416 whole entry, looked up): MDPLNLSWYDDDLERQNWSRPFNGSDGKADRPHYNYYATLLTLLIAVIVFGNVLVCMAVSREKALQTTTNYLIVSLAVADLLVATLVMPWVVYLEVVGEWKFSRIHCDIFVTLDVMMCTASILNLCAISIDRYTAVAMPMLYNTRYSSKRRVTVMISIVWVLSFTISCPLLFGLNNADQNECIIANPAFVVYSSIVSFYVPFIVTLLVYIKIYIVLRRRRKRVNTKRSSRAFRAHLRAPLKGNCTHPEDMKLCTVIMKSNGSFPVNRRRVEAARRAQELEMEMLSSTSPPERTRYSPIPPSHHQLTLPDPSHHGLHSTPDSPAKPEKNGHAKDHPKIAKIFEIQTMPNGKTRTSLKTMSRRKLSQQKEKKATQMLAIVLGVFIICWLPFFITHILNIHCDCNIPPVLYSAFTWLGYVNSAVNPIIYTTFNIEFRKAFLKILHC
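Inhibition of EC80 dopamine-driven calcium flux, recorded kinetically, defines activity here; cells are a tetracycline-induced HEK293 T-REx line expressing force-coupled D2.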
ALOX12 inh: inhibitors of human 12S-lipoxygenase ALOX12. Potency, µM (highest dose often 108 µM), without a hit: top-dose activity change, negative = inhibition, most hits filed as inhibitors. purified 12hLO, xylenol orange hydroperoxide absorbance. actives 1.1% (n = 580,000); active means well fitted inhibition curve with a large enough effect; inconclusive means small, poorly fitted or top-dose-only effect, or another doubt; inactive means no such curve, though single readings can be large or run the other way; further: potency means the concentration at half of the fitted maximal effect; on the % scale 0 is the no-effect control and ±100 the full control effect
Target sequence (P18054 whole entry, looked up): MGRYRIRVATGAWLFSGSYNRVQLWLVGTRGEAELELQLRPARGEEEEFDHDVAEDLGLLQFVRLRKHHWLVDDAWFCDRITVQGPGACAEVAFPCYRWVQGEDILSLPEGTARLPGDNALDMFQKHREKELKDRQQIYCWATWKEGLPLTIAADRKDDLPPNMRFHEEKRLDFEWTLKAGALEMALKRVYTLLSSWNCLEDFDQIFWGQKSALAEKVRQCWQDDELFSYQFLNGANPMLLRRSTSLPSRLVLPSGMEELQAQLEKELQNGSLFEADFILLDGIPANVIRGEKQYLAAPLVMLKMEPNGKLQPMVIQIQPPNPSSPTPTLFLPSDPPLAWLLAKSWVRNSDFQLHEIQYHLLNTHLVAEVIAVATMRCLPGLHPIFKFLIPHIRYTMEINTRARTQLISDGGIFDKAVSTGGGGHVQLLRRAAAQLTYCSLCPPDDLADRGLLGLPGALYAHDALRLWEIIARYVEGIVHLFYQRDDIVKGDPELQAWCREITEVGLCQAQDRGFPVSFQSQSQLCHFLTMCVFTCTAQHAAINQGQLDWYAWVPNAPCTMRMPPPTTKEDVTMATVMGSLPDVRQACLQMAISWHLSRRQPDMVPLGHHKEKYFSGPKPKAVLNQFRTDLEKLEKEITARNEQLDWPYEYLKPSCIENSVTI
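Hydroperoxide product was detected by ferrous iron/xylenol orange as the 573 to 405 nm absorbance ratio. Arachidonic acid at 40 uM (final) was turned over for 30 min at room temperature by 150 nM human 12hLO, pH 7.0 Hepes buffer, after 15 min compound preincubation.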
D2 agonist: activates the human D2 dopamine receptor; P14416; HEK293 T-REx D2 cells, calcium flux agonist mode; activation, % at 2 µM; actives 0.53% (n = 340,000); AID 485358;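 active means activation over 3 SD above normal in the single-dose calcium agonist read, cut at about 30% in these data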; further: 0% is about no effect
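In this primary screen, compounds producing a positive calcium signal within 180 s of addition to tetracycline-induced, force-coupled HEK293 Trex D2 cells are flagged; cells are dye-loaded with a no-wash calcium kit beforehand.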
* = called active by the depositor; ? = inconclusive; [ ] = dose if it differs, or a comment. These rows are one share of the data; rates above refer to the full screens.

SMILES	D2 antagonist	ALOX12 inh	D2 agonist
COC(=O)[C@@]1(Cc2ccc(F)cc2)[C@H]2c3cc(C(=O)N4CCCC4)n(CCc4c[nH]c5ccc(OC)cc45)c3C[C@H]2CN1C(=O)c1ccccc1	-10.1	-5.4%	0.9
CCC(=O)N1CCc2cc(S(=O)(=O)NCCC(=O)N3CC=C(c4ccccc4)CC3)ccc21	12.7	0.0%	4.0
Cc1nnc(NC(=O)c2cc(-c3ccco3)nc3ccccc23)s1	14.2	?	0.1
CC(=O)SCC(Cc1ccccc1)C(=O)NCC(=O)OCc1ccccc1 (stereo unspecified)	-4.0	-23.7%[57.4 µM]	-2.5
COc1ccc(-c2cc(C(F)F)n3ncc(C(=O)Nc4cnn(Cc5ccccc5)c4)c3n2)cc1	1.2	6.1%	-1.2
O=C(CCn1c(=S)[nH]c2cc3c(cc2c1=O)OCO3)N1CCc2ccccc2C1	3.7	10.1%	-0.5
N#Cc1ccc(C23CC4(C2)[C@H](CN(Cc2ccc(C(F)(F)F)cc2)[C@@H]4c2ccccc2)C3c2ccc(Cl)nc2)cc1 (stereo partly specified)	15.6	-54.0%	0.2
CC(C)CCc1c(O)nc(SCC(=O)N2CCCCCC2)[nH]c1=O	16.3	11.9%	-0.4
CCCCn1c2ccccc2c2nnc(SCC(=O)NC3=NN=C(c4ccccc4)CS3)nc21	69.6*	-18.0%	-0.2
O=C(C1=C(O)C(=O)N(CCCn2ccnc2)C1c1ccc(F)cc1)c1ccco1 (stereo unspecified)	-9.6	24.9%	0.6
O=S(=O)(/N=C(/Nc1ccc(F)cc1F)c1ccccc1)c1ccc(Br)cc1	-2.5	6.6%	-0.7
Cc1ccnc(NC(=O)/C=C/c2ccccc2[N+](=O)[O-])c1	-7.7	-10.4%	0.4
Cc1cccc2c(Cl)cc(=O)[nH]c12	-6.4	-16.3%	-0.1
CCc1ccc(NC(=O)c2cc(Br)ccc2Br)cc1	12.4	29.3%	0.9
O=C(CSc1nc2scc(-c3ccccc3)c2c(=O)[nH]1)NC1CCCCC1	1.9	-14.7%	1.3
CC(=O)Nc1ccc(OC(=O)c2cc3cc(Br)cc(Br)c3oc2=O)cc1	12.4	?	1.3
O=C(c1cc(-c2ccncc2)nc2c(Cl)cccc12)N1CCN(c2ccccc2F)CC1	6.7	-12.1%	-0.8
COc1cc(/C=C/C(=O)Nc2ccccc2C(F)(F)F)cc(OC)c1OC	-21.5	0.0%	0.8
Cc1c(O)nc2sc3ccccc3n2c1=O	-0.3	18.6%	-0.7
O=C(CC1Nc2c3ccccc3nc(=S)n2C1=O)NC1CCCCC1 (stereo unspecified)	-10.0	-24.7%	0.3

4 entries from above in a different format:
COC(=O)[C@@]1(Cc2ccc(F)cc2)[C@H]2c3cc(C(=O)N4CCCC4)n(CCc4c[nH]c5ccc(OC)cc45)c3C[C@H]2CN1C(=O)c1ccccc1
  D2 antagonist: -10.1
  ALOX12 inh: -5.4%
  D2 agonist: 0.9

CCCCn1c2ccccc2c2nnc(SCC(=O)NC3=NN=C(c4ccccc4)CS3)nc21
  D2 antagonist: 69.6*
  ALOX12 inh: -18.0%
  D2 agonist: -0.2

Cc1cccc2c(Cl)cc(=O)[nH]c12
  D2 antagonist: -6.4
  ALOX12 inh: -16.3%
  D2 agonist: -0.1

CCc1ccc(NC(=O)c2cc(Br)ccc2Br)cc1
  D2 antagonist: 12.4
  ALOX12 inh: 29.3%
  D2 agonist: 0.9

Further results.
SMILES	D2 antagonist	ALOX12 inh	D2 agonist
CC(OC(=O)/C(C#N)=C/c1ccc(N(C)C)cc1)C(=O)NCc1ccco1 (stereo unspecified)	10.6	-16.6%	2.1
COc1ccc(N(C(=O)c2ccncc2)S(=O)(=O)c2ccc(F)cc2)cc1	-2.1	115.4%[activator]	-0.2
CC(C)n1c(-c2ccccc2)nc(=S)c2c1CCCC2	7.4	?	0.1
O=C(O)CCC(=O)c1ccc2ccc3cccc4ccc1c2c34	-17.7	0.0%	-0.7
OCCNCCNCc1ccc(-c2ccccc2)cc1	16.6	0.0%	1.0
O=c1c2ccccc2c(C=NC2CCN(Cc3ccccc3)CC2)c(O)n1Cc1ccc2c(c1)OCO2	3.4	-12.3%	-0.4
Cc1ccc2c(NC(=O)C3CC3)c(C)ccc2n1	-1.2	1.6%	0.1
COc1ccc(CC(=O)Nc2ccccc2Oc2ccccc2)cc1	2.3	-3.1%	-0.4
Cc1cc(NC(=O)COc2cccc3cccnc23)no1	-2.6	0.0%	3.3
c1ccc(-c2ccc(-c3ccccn3)nn2)nc1	-10.1	-26.7%	-0.5
Cc1ccc2nc3n(c(=O)c2c1)-c1ccccc1C(=O)NC3Cc1ccccc1 (stereo unspecified)	-7.1	-11.3%	-0.4
C(=N\Nc1ncnc2sc3c(c12)CCC3)/c1cccs1	-0.6	?	-1.5
CCOC(=O)c1sc(Nc2nc3c(OC)cccc3s2)nc1C	-6.3	-4.2%	0.0
COc1ccc(Cc2nnc(NC(=O)c3c(-c4ccccc4)noc3C)s2)cc1OC	3.1	-13.1%	2.0
Cc1cc(C(=O)O)ccc1-c1ccc(/C=C2\SC(=O)N(CC(=O)Nc3ccc4c(c3)OCO4)C2=O)o1	21.6	?	3.4
Nc1nc(Nc2cccc3ccccc23)nc(C2CCCC2=O)n1 (stereo unspecified)	-9.4	-14.3%	-0.5
COc1cc(-c2nnc(NC(=O)c3ccc(S(=O)(=O)N4CCOCC4)cc3)o2)cc(OC)c1OC	-13.2	1.2%	-0.9
c1ccc2c(NCCCN3CCOCC3)c3ccccc3nc2c1	-10.4	-3.6%	0.7
CCCCn1c(=N)n(CC(=O)c2ccc(OC)cc2)c2ccccc21	-2.5	?	0.5
O=C(CCCCCNc1nc(=S)[nH]c2ccccc12)N1CCN(c2ccccn2)CC1	-10.4	0.0%	-0.6
Nc1ncnc2c1ncn2[C@@H]1O[C@H](CO)C[C@@H]1O	2.7	?	0.0
Cc1ccc2c(c1)-n1c(nc3cc(F)ccc3c1=O)C(Cc1ccccc1)NC2=O (stereo unspecified)	-1.9	?	0.8
CCc1ccc(NC(=O)CN2C(=O)C(=O)N(Cc3ccccc3)C2=O)cc1	-7.7	8.9%	0.1
COc1ccc(/C(C#N)=C/c2cccnc2)cc1	-15.0	0.0%	-0.6
Cn1c(=O)[nH]c(=O)c2c1nc(Br)n2C/C=N/NC(N)=S	1.7	?	0.8
CCCCCCN(C(=O)CCCCCN1C(=O)NC(c2ccc(-c3ccccc3)cc2)C(C(=O)OCc2ccccc2)=C1C)C(C(=O)NCCCC)c1ccccn1 (stereo unspecified)	31.0*	-12.8%	1.2
CCOc1ccc(C2C(C(=O)C3CC3)N3C=C(C#N)C=CC3C2(C#N)C#N)cc1 (stereo unspecified)	3.2	-0.7%	1.4
O=C(NC(=S)N1CCN(c2ccccc2)CC1)c1ccccc1	13.9	-11.8%	0.7
CCc1nc(N=C(N)N)nc2ccccc12	17.3	4.5%	-3.7
O=C(N/N=C(\c1ccccc1)c1cccnc1)c1cc(O)ccc1O	1.7	-29.0%	-1.3
Cc1csc(NC(=O)c2ccc(C)c(S(=O)(=O)N3CCOCC3)c2)n1	-2.9	4.2%	0.4
Cn1ncc2c(NCc3cccc(C(F)(F)F)c3)c(C(=O)O)cnc21	7.7	-20.8%	0.9
COc1ccc(C=C2c3ccccc3C(=O)c3ccccc32)c(OC)c1	-5.8	?	-0.5
CCCCOc1ccc(C(=O)Nc2ccc(S(=O)(=O)Nc3onc(C)c3C)cc2)cc1	-4.8	0.3%	0.4
Cc1ccc(NC(=O)COC(=O)c2ccc3c(c2)NC(=O)C2CCCN32)cc1C (stereo unspecified)	17.0	-16.0%	1.0
CN(C)c1c(-c2ccccc2)cc(-c2ccccc2)[nH]c1=O	-13.4	-28.8%	-0.5
COc1cc(/C=C/c2ccc3cccc(O)c3n2)c(Br)cc1O	-11.3	?	4.7
CC(Sc1ccsc1[N+](=O)[O-])C(=O)NCc1ccccc1 (stereo unspecified)	-4.3	-0.7%	1.3
O=C(NC(=S)NCc1ccccc1)c1ccc(Br)o1	2.2	?	-1.1
Cn1c(Cc2ccc3c(c2)OCO3)nnc1SCC(=O)NC1CCCC1	-7.5	0.0%	0.2
CCOC(=O)CCc1c(C)c2ccc(OCc3cc([N+](=O)[O-])ccc3OC)c(C)c2oc1=O	0.6	23.1%	29.0
CCOC(=O)C1=C(C)Nc2nnnn2C1c1c[nH]c2ccccc12 (stereo unspecified)	0.7	-20.7%	-0.3
CC1=C(C)CC(C(=O)NCc2ccccc2F)C(C(=O)O)C1 (stereo unspecified)	5.3	-1.1%	-0.1
Cc1c(C(=O)N2CC(C)OC(C)C2)sc2nc(-c3ccccc3)cn12 (stereo unspecified)	6.4	-0.8%	-0.2
CN(C)CCCN(C(=O)c1ccc2c(c1)OCCO2)c1nc2ccc(Cl)cc2s1	4.0	44.7µM*	0.6
O=C(Cn1c(N2CCN(C/C=C/c3ccccc3)CC2)nc2ccccc21)c1ccccc1	47.6*	-15.6%	1.0
COc1ccc(S(=O)(=O)NC2CC(C)(C)NC(C)(C)C2)c(C)c1C	-2.6	-11.9%	1.1
Cc1cc(N=Cc2c(O)n(-c3ccc(C)c(C)c3)c(=O)c3ccccc23)no1	12.2	-23.7%	-0.3
C(=N\Nc1nc(Nc2ccccc2)nc(N2CCCCC2)n1)/c1ccco1	-24.0	-15.3%	-1.2
CCCOc1ccc(/C=N/NC(=O)c2c(-c3ccccc3)noc2C)cc1OC	-14.4	1.0%	-1.5
Nc1nc(Cl)cc(NCCc2ccccc2)n1	-12.3	-0.3%	0.8
CCCCCOc1ccc(N2C(=O)C(C)CNC2=S)cc1 (stereo unspecified)	16.7	16.6%	-2.3
COc1ccccc1OCC(=O)N/N=C/c1c(O)ccc2ccccc12	3.9	280.1%[activator]	2.7
COc1ccc(NC(=O)CN2C(=O)S/C(=C/c3cccn3-c3ccc(C(=O)O)cc3)C2=O)cc1	-13.7	12.8%	1.4
CCCCc1ccc(NC(=O)COc2ccc(C(=O)Nc3ccccc3OC)cc2)cc1	-3.4	-1.1%	0.1
CC(C)CC(=O)N1CC(C)N(C(=O)CC(C)C)CC1C (stereo unspecified)	-3.9	-13.0%	0.6
O=C(Nc1ccc2ccccc2c1)C(=O)C1C(=O)Nc2ccccc21 (stereo unspecified)	-11.0	-16.2%	-0.4
CCOC(=O)c1ccc(NC(=O)c2nc[nH]c2C(=O)N2CCN(C(=O)OC(C)(C)C)CC2)cc1	1.6	6.6%	-1.8
CC(C)n1nnnc1SCC(=O)Nc1ccc2c(c1)OCCO2	-0.5	2.4%	-0.6
CC(C)Cn1c(-c2ccco2)nc2c(c(=O)c3ccccc3n2C)c1=O	11.9	?	0.1
CC1Oc2ccccc2N(Cc2ccccc2F)C1=O (stereo unspecified)	1.0	22.8%	0.1

17 of the compounds above, with bars between the fields.
molecule | D2 antagonist | ALOX12 inh | D2 agonist
CCOC(=O)CCc1c(C)c2ccc(OCc3cc([N+](=O)[O-])ccc3OC)c(C)c2oc1=O | 0.6 | 23.1% | 29.0
CCOC(=O)C1=C(C)Nc2nnnn2C1c1c[nH]c2ccccc12 (stereo unspecified) | 0.7 | -20.7% | -0.3
CC1=C(C)CC(C(=O)NCc2ccccc2F)C(C(=O)O)C1 (stereo unspecified) | 5.3 | -1.1% | -0.1
Cc1c(C(=O)N2CC(C)OC(C)C2)sc2nc(-c3ccccc3)cn12 (stereo unspecified) | 6.4 | -0.8% | -0.2
CN(C)CCCN(C(=O)c1ccc2c(c1)OCCO2)c1nc2ccc(Cl)cc2s1 | 4.0 | 44.7µM* | 0.6
O=C(Cn1c(N2CCN(C/C=C/c3ccccc3)CC2)nc2ccccc21)c1ccccc1 | 47.6* | -15.6% | 1.0
COc1ccc(S(=O)(=O)NC2CC(C)(C)NC(C)(C)C2)c(C)c1C | -2.6 | -11.9% | 1.1
Cc1cc(N=Cc2c(O)n(-c3ccc(C)c(C)c3)c(=O)c3ccccc23)no1 | 12.2 | -23.7% | -0.3
C(=N\Nc1nc(Nc2ccccc2)nc(N2CCCCC2)n1)/c1ccco1 | -24.0 | -15.3% | -1.2
CCCOc1ccc(/C=N/NC(=O)c2c(-c3ccccc3)noc2C)cc1OC | -14.4 | 1.0% | -1.5
Nc1nc(Cl)cc(NCCc2ccccc2)n1 | -12.3 | -0.3% | 0.8
CCCCCOc1ccc(N2C(=O)C(C)CNC2=S)cc1 (stereo unspecified) | 16.7 | 16.6% | -2.3
COc1ccccc1OCC(=O)N/N=C/c1c(O)ccc2ccccc12 | 3.9 | 280.1%[activator] | 2.7
COc1ccc(NC(=O)CN2C(=O)S/C(=C/c3cccn3-c3ccc(C(=O)O)cc3)C2=O)cc1 | -13.7 | 12.8% | 1.4
CCCCc1ccc(NC(=O)COc2ccc(C(=O)Nc3ccccc3OC)cc2)cc1 | -3.4 | -1.1% | 0.1
CC(C)CC(=O)N1CC(C)N(C(=O)CC(C)C)CC1C (stereo unspecified) | -3.9 | -13.0% | 0.6
O=C(Nc1ccc2ccccc2c1)C(=O)C1C(=O)Nc2ccccc21 (stereo unspecified) | -11.0 | -16.2% | -0.4
